Compound activity: PubChem, The Scripps Research Institute Molecular Screening Center
M4 antag – antagonists of human muscarinic M4 receptor (CHRM4). P08173. CHO-hM4 cells, ACh EC80, Fluo-8 calcium fluorescence. inhibition, % at 3 µM. 360,000 compounds, 0.73% hits;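 active = inhibition above its plate's cutoff, the mean inhibition of sample wells plus 3 SD, cut at about 27% in these data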;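 note: 0% = acetylcholine EC80 with DMSO and 100% = DMSO without agonist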
Target sequence (P08173 whole entry, looked up): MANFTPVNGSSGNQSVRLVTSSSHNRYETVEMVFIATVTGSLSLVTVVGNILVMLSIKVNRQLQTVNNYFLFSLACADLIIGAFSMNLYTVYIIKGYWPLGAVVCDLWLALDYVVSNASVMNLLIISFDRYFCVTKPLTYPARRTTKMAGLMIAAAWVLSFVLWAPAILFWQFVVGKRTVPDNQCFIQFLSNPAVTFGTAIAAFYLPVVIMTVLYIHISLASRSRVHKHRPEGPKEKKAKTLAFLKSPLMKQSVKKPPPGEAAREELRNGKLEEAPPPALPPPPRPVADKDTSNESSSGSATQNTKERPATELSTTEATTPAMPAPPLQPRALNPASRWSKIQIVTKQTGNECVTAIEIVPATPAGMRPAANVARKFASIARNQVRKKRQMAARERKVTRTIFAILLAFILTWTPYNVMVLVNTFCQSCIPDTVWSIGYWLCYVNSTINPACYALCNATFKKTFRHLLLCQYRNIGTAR
OXTR potentiator – potentiates the human oxytocin receptor response | CHO-OTR cells, Fluo-8 calcium fluorescence, potentiator mode; 0% = oxytocin EC15, 100% = EC100 | activation, % at 3 µM | 320,000 compounds, 0.061% hits;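 active = activation above that plate's cutoff, the mean activation of tested compounds plus 3 SD, cut at about 6.6% in these data, passing the limit was not always enough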;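 note: 100% uses oxytocin at 75 nM as the full agonist control; some results filed as inactive read as strong as hits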
Target sequence (P30559 whole entry, looked up): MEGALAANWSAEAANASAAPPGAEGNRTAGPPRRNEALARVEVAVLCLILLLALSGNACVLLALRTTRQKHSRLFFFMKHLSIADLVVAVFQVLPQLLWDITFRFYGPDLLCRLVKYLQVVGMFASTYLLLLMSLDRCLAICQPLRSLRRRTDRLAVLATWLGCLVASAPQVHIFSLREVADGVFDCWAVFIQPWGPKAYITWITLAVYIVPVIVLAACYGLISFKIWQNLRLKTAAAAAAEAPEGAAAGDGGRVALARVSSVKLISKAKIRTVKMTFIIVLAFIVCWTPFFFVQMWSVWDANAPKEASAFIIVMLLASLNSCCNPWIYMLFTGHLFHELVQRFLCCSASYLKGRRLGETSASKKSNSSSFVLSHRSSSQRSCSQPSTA
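System: human OTR in CHO cells; Also added: sub-maximal oxytocin, roughly EC15; Timing: compound 6 min at room temperature before oxytocin, 100 s read; Technique: Fluo-8 intracellular calcium fluorescence, ex 470-495, em 515-575 nm; Controls: oxytocin EC15 low and EC100 high; Replication: singlicate.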
CHO parental Ca – counter-screen for OX1R antagonists: effect in parental CHO cells | parental CHO-K1, ATP-induced calcium, Fluo-8 fluorescence | inhibition, % at 5.6 µM | 330,000 compounds, 0.63% hits | AID 463079;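 active = inhibition above that plate's mean sample inhibition plus 3 SD, cut at about 26% in these data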;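 note: 0% = ATP-challenged DMSO wells and 100% = DMSO wells without ATP; some compounds past the cut are filed as inactive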
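Material – parental CHO cells · Reagent – ATP stimulus · Compound – single nominal dose of 5.6 µM per compound · Detection – Fluo-8 fluorescence · Read-out basis – percent inhibition of calcium signal · Controls – ATP-challenged DMSO wells low, unchallenged DMSO wells high · Repeats – no replicates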
CHRM1 agonist – agonists of human M1 muscarinic receptor; 360,000 compounds, 0.33% hits; activation, % at 3 µM; P11229; CHO-K1 hM1, Fluo-8 calcium fluorescence, agonist mode; 0% DMSO, 100% acetylcholine EC100;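 active = activation above the run's mean compound activation plus 3 SD, cut at about 16% in these data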;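 note: peak over basal fluorescence ratio within a 140 s kinetic read after compound addition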
M4 ag – agonists of human muscarinic M4 receptor (CHRM4); AID 624127; CHO-K1 hM4/Gqi5, Fluo-8 calcium fluorescence; vehicle 0%, full acetylcholine response 100%; 360,000 compounds, 0.14% hits; activation, % at 3 µM; P08173;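 active = activation above the run mean over all test wells plus 3 SD, cut at about 32% in these data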;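 note: peak over basal fluorescence ratio per well then scaled between controls; 0% = DMSO wells and 100% = acetylcholine at EC100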
M1 antag – blocks human M1 muscarinic receptor; P11229; CHO-K1 hM1, Fluo-8 calcium fluorescence, ACh EC80 antagonist; inhibition, % at 3 µM; 360,000 compounds, 1.3% hits; AID 588852;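 active = percent inhibition above its own plate's cutoff, namely the mean of that plate's compound wells plus 3 SD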;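 note: peak over basal fluorescence ratio during 140 s after agonist addition; 0% = ACh EC80 plus DMSO and 100% = DMSO alone without agonist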
CHO-K1 Ca antag – counter-screen for M1 antagonists: effect in parental CHO-K1 cells; ATP-induced calcium, Fluo-8 fluorescence; inhibition, % at 3 µM; 360,000 compounds, 0.6% hits; AID 602250;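 active = inhibition above a per-plate cutoff, the plate's mean sample inhibition plus 3 SD, cut at about 24% in these data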;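 note: 0% = DMSO plus EC80 ATP and 100% = DMSO alone without ATP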
CHO-K1 Ca ag – M1 agonist counterscreen hit in parental CHO-K1 cells. Fluo-8 calcium fluorescence; scaled to maximal ATP response, vehicle zero. activation, % at 3 µM. 360,000 compounds, 0.48% hits. AID 602248; in the data active = activation above about 15%;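 note: untransfected CHO-K1 host cells lacking M1 receptor as counterscreen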
CHRM1 PAM – potentiates human M1 receptor response to acetylcholine. activation, % at 3 µM. AID 588819. P11229. CHO-K1 hM1, Fluo-8 calcium fluorescence, ACh EC20; 0% = ACh EC20, 100% = maximal ACh. 360,000 compounds, 0.088% hits; in the data active = activation above about 19%, passing the limit was not always enough
* hit, by the source's call; · = no result given.

Every second line gives: M4 antag, OXTR potentiator, CHO parental Ca, CHRM1 agonist, M4 ag, M1 antag, CHO-K1 Ca antag, CHO-K1 Ca ag, CHRM1 PAM
> CCCOc1ccc(C(=O)O)cc1
→ -6, -3, -16, -2, 0, -28, -16, 1.1, 5
> COC(=O)CCN1CCN(S(=O)(=O)c2ccc3c(c2)OCCO3)CC1
→ 9, -2, -1, -2, 0, 19, 2, -0.1, -6
> O=C(CNS(=O)(=O)c1ccccc1)N1CCc2ccccc2C1
→ 7, -9, 11, -2, 1, -21, -13, 1.0, 14
> O=C(/C=C/c1cccs1)c1ccc(NC(=O)c2ccccc2F)cc1
→ 4, -4, -17, -6, 1, 1, 7, 0.4, 0
> CC(=O)Nc1nc(CC(C)C)cc2c1c(=O)oc1ccccc12
→ 4, -4, -6, -2, 0, -19, -2, 0.5, 5
> O=C1NC2(CCCCCC2)C(=O)N1Cc1ccc([N+](=O)[O-])cc1
→ 8, -10, 1, -4, 1, 2, -4, 0.9, 3
> Cc1cccc(NC(=O)CN2C(=O)c3ccccc3C2=O)c1C
→ -7, -6, -7, -4, 1, 0, -17, 0.1, 0
> O=C(NNS(=O)(=O)c1ccc(F)cc1)c1cccc(O)c1
→ -9, 0, -7, -2, 1, -18, 5, 0.1, 9
> CC1CCN(C(=O)Cn2c(=O)oc3cc(S(=O)(=O)N4CCCCC4)ccc32)CC1
→ 5, -6, -9, -4, 1, 4, -1, 0.4, 0
> c1ccc2c(c1)OCCc1c-2[nH]c2ccccc12
→ -2, -7, -4, -5, 1, -7, -14, 1.7, 3
> CC(C)c1nc2sc3c(=O)[nH]c(=S)[nH]c3c2c2c1CCCC2
→ -1, 0, -12, -1, 2, -12, -12, 1.7, 8
> Cc1c(S(=O)(=O)N(C)C2CCCCC2)c(=O)n(C)c(=O)n1C
→ -11, 3, -6, -2, 1, 0, -1, 1.1, 7
> COCCn1c(SC(C)C(=O)Nc2ccc(N3CCOCC3)cc2)nnc1-c1ccncc1 (stereo unspecified)
→ -11, -4, -1, -5, 0, 10, 9, 4.5, -2
> CC[N+]1(C)CCC(O)(c2ccc(OC)cc2)C(C(=O)c2ccc(OC)cc2)C1 (stereo unspecified)
→ 4, ·, ·, -5, 2, -7, -9, 0.2, 0
> CNC(=S)N(Cc1cc2cc(C)ccc2n2nnnc12)CC(C)(C)CN(C)C
→ -6, ·, ·, -5, 1, -9, -6, 0.3, 6
> CN1CCN(c2ccc(NC(=O)c3ccc(-c4cccc([N+](=O)[O-])c4)o3)cc2)CC1
→ 0, -6, -4, -12, 7, 5, 14, 12, -6
> CC(c1ccccn1)N(Cc1ccco1)C(=S)Nc1cccc(F)c1 (stereo unspecified)
→ 4, -6, -9, 0, 1, 0, -20, 1.0, 6
> CC1(C)CSC(C)(C)C(=O)N1
→ -8, ·, ·, 1, 2, -9, 10, -0.3, 5
> CN(C)c1ccc(C(=O)OCc2ccc(Br)cc2)cc1
→ 0, -18, -16, -5, 0, -3, -20, 1.0, 2
> CC(C)Sc1cc(N2CCOCC2)nc(-c2ccc(Cl)cc2)n1
→ 5, 2, -5, -3, -1, 1, 12, 0.0, 0

Further entries
Every second line gives: M4 antag, OXTR potentiator, CHO parental Ca, CHRM1 agonist, M4 ag, M1 antag, CHO-K1 Ca antag, CHO-K1 Ca ag, CHRM1 PAM
> CC1Cc2cc(/C=C3/SC(=S)NC3=O)ccc2O1 (stereo unspecified)
→ 1, 0, -1, -2, 1, -7, 2, 1.8, 1
> CN(C)c1ncc(CN2CCC(C(=O)Nc3ccc(-n4cccn4)cc3)CC2)s1
→ 3, -2, -23, -3, 1, -3, -5, 0.4, 6
> N#CCC(=O)N/N=C/c1cc([N+](=O)[O-])ccc1N1CCCC1
→ 10, -1, 10, -5, 0, 28, 21, -0.4, -9
> CCCCCCC(=O)Nc1nc(C)c(-c2csc(Nc3cccc(OC)c3)n2)s1
→ -6, -4, -22, -7, 16, 1, -2, 0.1, 4
> CN(Cc1ccc(Cl)cc1Cl)C(=O)C1CC(=O)N(Cc2ccco2)C1 (stereo unspecified)
→ 13, ·, ·, -9, 0, -4, -4, 0.3, -7
> CCN(CC)c1ccc(C(=O)Nc2ccccc2)cc1[N+](=O)[O-]
→ -12, -5, -9, -10, 10, -5, -5, 3.5, 1
> COC(=O)c1csc(S(=O)(=O)N2CCCCC2)c1OC
→ -2, 4, -8, -3, 16, 7, 1, 6.1, -5
> OC(COc1ccc(Cl)cc1)CN1CCN(c2cccc(Cl)c2)CC1 (stereo unspecified)
→ -17, -12, -2, -4, 10, -8, -7, 2.3, 1
> O=C(COc1ccc(S(=O)(=O)N2CCOCC2)cc1Cl)NCCN1CCOCC1
→ -12, -8, -7, -1, 1, -11, -12, 2.0, 13
> COc1cccc(CNS(=O)(=O)c2c(C(=O)N3CCCC3)c(C)n(C)c2C)c1
→ 6, -7, -25, -3, -1, -1, -4, -0.1, 4
> O=C(NC1CCS(=O)(=O)C1)/C(=C\c1ccc(F)cc1)NC(=O)c1ccccc1 (stereo unspecified)
→ -1, 0, -15, -9, 3, -10, 0, 0.7, 14
> Cc1cc(-c2csc3nc[nH]c(=S)c23)cc(C)c1C
→ 1, 0, -4, -1, 0, 5, -10, 0.3, 1
> COc1cccc(N2CC(C(=O)N3CCC4(CC3)CC(=O)c3ccccc3O4)CC2=O)c1 (stereo unspecified)
→ -10, -6, -7, 0, 8, 1, -6, 2.2, 14
> C[C@@]12C(=O)Nc3ccc(F)cc3C(=O)N1[C@H]1c3cc(Cl)ccc3OC[C@@H]1[C@@H]2c1ccccc1
→ 16, -5, -11, -5, 2, 21, -23, 0.9, -16
> CCNC(=O)C(=O)c1c(-c2ccccc2)[nH]c2ccccc12
→ -11, -9, -17, -5, 1, -9, -12, 0.3, 6
> CCN(CC)CCN(Cc1cc2cc3c(cc2[nH]c1=O)OCCO3)C(=S)NCCOC
→ -7, ·, ·, -7, 2, -5, 2, 0.4, 7
> COc1ccc(-c2ccc(N(C)C)cc2)cc1[C@H]1[C@H]2C=CC[C@@H](C)[C@@H]2C(=O)N1Cc1ccccc1
→ -3, 2, -25, -3, 2, 15, 19, 1.0, -3
> O=C(c1ccc(CN2CCOCC2)cc1)N1CCN(c2cccc(Cl)c2)CC1
→ 2, -15, -15, -3, 6, 5, 6, 3.6, -12
> COc1ccccc1NC(=O)NCCCl
→ -3, -3, 2, -5, 0, 5, -11, 0.9, 6
> Cc1ccc(C)c(S(=O)(=O)N2CCN(C(=O)C3CCN(C(=O)c4ccc(F)cc4)CC3)CC2)c1
→ -6, -4, -12, -1, 4, 6, 5, 1.9, 1

New compounds follow
Every second line gives: M4 antag, OXTR potentiator, CHO parental Ca, CHRM1 agonist, M4 ag, M1 antag, CHO-K1 Ca antag, CHO-K1 Ca ag, CHRM1 PAM
> COc1ccc(CCNC(=O)CS(=O)Cc2nc(-c3ccc(C)cc3)oc2C)cc1OC (stereo unspecified)
→ -11, -3, -19, -4, 1, -13, -17, -1.1, 3
> COCOCCn1cc(CN2CCS(=O)(=O)N(Cc3ccc(-c4ccc(C)cc4)cc3)C(C)C2=O)nn1 (stereo unspecified)
→ -18, ·, ·, -5, 12, -12, -12, 0.6, 6
> COc1ccc(NC(=O)C2CCCN(C(=O)Nc3cccc(OC)c3)C2)cc1 (stereo unspecified)
→ -6, -5, 3, -3, 2, -17, -25, 1.0, 13
> Nc1nc2cc(S(=O)(=O)NC3=NCCCCC3)ccc2s1
→ -6, -2, -2, -3, 1, -12, -8, 1.3, 5
> CC(=O)N/C(=C\c1ccccc1)C(=O)OCc1ccc(F)cc1
→ -15, ·, ·, 2, -2, -14, -6, -0.6, 15
> COc1cc2oc(=O)cc(CN3CCCC3)c2cc1Cl
→ 0, ·, ·, -4, 1, 1, 0, 0.2, 3
> Cc1cc(C)cc(N2C(=O)CN(Cc3sccc3C)C2=S)c1
→ 6, -6, -27, 4, -2, -11, -7, 2.1, -2
> Cc1cccc(NC(=O)c2cc(-c3ccc(C)c(C)c3O)n[nH]2)c1
→ -1, ·, ·, -1, 13, 3, 7, 5.1, -6
> Cc1cc(NS(=O)(=O)c2ccc(NC(=O)C3CCCCC3)cc2)no1
→ 12, 3, -4, -4, 1, -9, 2, 0.2, 14
> COc1ccc(OCC(O)COc2ccc(C(=O)O)cc2)cc1 (stereo unspecified)
→ 10, 4, -2, -4, 0, -2, -10, -0.1, 2
> N#Cc1ccc(Nc2nc(NCc3ccccc3)nc3ccsc23)cc1
→ 7, ·, ·, -2, 11, 21, 8, 2.3, -14
> O=C(CSc1nc(SCC(=O)NCc2ccccc2)n(-c2ccccc2)n1)NCc1ccccc1
→ 6, -6, -11, -2, 3, 7, -8, 0.2, -4
> Cc1cccc2sc(NC(=O)CCNC(=O)c3ccco3)nc12
→ -2, ·, ·, -1, 5, -8, 4, 2.6, 7
> COc1cc(O)c(C(CCN2CCCCC2)c2cc(OC)c(OC)c(OC)c2)c(OC)c1 (stereo unspecified)
→ -7, -1, -9, -7, 1, -1, -9, 1.0, 14
> CCOC(=O)c1cccc(NC(=O)CN2C(=O)C3CC=CCC3C2=O)c1 (stereo unspecified)
→ 1, 4, -12, -1, 6, -7, -8, 3.3, 8
> CCCC(=O)NCCc1cc2cc(C)c(C)cc2[nH]c1=O
→ 5, ·, ·, -4, 1, 5, 15, 0.1, -2
> COC(=O)c1ccc(N2CCN(C)CC2)c(NC(=O)COc2ccccc2Cl)c1
→ 9, -9, -6, -7, 5, 14, -5, 1.2, 2
> CCOc1cc(/C=C2\N=C3CCCCCN3C2=O)ccc1O
→ 1, -16, 1, -4, 0, -11, -19, 0.2, 7
> COc1ccc(NS(=O)(=O)c2cc(C(=O)OC(C)C(=O)N3CCOCC3)ccc2Cl)cc1 (stereo unspecified)
→ -11, -7, -22, -2, 2, 2, 18, -0.1, 3
> Cc1cc2oc(=O)cc(CSc3nnc(C)n3N)c2cc1C(C)C
→ -1, -7, -2, -3, 1, -23, 3, 0.0, 6
> O=C(NN=C1CCCCCC1)c1ccc(Br)o1
→ 1, -8, -5, -5, 0, -1, -13, 0.6, 8
